UDG counter = counter-screen for AID inhibitors: uracil-DNA glycosylase inhibition; FRET deamination/UDG coupled assay, UDG read, 4 h; Potency, µM (highest dose often 115 µM), without a hit: at the top dose activity change, negative = inhibition, most hits filed as inhibitors; 91,000 compounds, 0.14% hits; AID 1347430; note: nearly all actives have a fitted effect of over 65% in size
AID inhibitor = blocks human AID cytidine deaminase activity; Q9GZX7; AID deamination FRET fluorescence, UDG-coupled, 4 h; Potency, µM (series often up to 115 µM), for inactives: at the top dose activity change, negative = inhibition, most hits filed as inhibitors; 91,000 compounds, 0.32% hits; AID 1347428; note: nearly all actives have a fitted effect of over 25% in size
Target sequence (Q9GZX7 whole entry, looked up): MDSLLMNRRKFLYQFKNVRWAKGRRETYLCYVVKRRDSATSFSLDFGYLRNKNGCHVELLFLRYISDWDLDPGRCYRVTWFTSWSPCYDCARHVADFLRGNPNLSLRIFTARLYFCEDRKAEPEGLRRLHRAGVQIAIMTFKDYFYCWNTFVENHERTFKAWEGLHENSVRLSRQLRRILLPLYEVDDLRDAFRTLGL
The depositor's hits bear a star; u = inconclusive; [ ] = another dose, or the depositor's remark. Calls come from the whole dose curve; as a rule, active = well fitted curve in the direction sought with a large enough effect; inconclusive = small, poorly fitted or top-dose-only effect, or another doubt; inactive = no such curve, though single readings can be large; an effect the other way counts as inactive or inconclusive. % is set by controls: 0 for no effect and ±100 for the full control effect; potency is the fitted concentration of half-maximal effect. The list is partial, so the mix of outcomes need not match the whole.

SMILES | AID inhibitor | UDG counter
CN(CC(=O)Nc1ccc(Oc2ccccc2)cc1)C1=NS(=O)(=O)c2ccccc21 | 3% | 6%
COc1ccc(C2(C)N(O)C(C)C(c3cccs3)=[N+]2[O-])cc1 (stereo not drawn) | -6% | 1%
O=C(Nc1ccc(-c2nc3cc(NC(=O)c4ccc(F)cc4)ccc3o2)cc1)c1ccc(F)cc1 | -18% | -9%
CC(=O)Nc1nnc2n1CCS2 | 36%[activator] | -14%
CCCc1ccc(OCC(=O)Nc2sc(C(=O)OCC)c(C)c2C(=O)OCC)cc1 | 89%[activator] | 7%[57.5 µM]
O=C(NCc1ccccc1)C1CCN(C(=O)c2cnn(-c3ccccc3)c2-n2cccc2)CC1 | 7% | -3%
CC(C)(C)c1cc(N=Cc2ccccc2O)cc(C(C)(C)C)c1O | -2% | -17%
CCN1c2ccccc2-n2cccc2C12CCN(C(=O)Nc1ccccc1Br)CC2 | -13% | -7%
CCCN(CCC)C(=O)Cn1c(=O)n(-c2ccc(OC)cc2)c(=O)c2ccc(C(=O)NCc3ccc(C)cc3)cc21 | 2% | 1%
Clc1ccc(Oc2cc(Cl)c(Cl)cc2Cl)cc1 | -15% | -1%
Cc1ccc2nc(-c3cccc(Cl)c3)c(Nc3ccc4c(c3)OCO4)n2c1 | 24% | 4%
CC(=C/c1ccco1)/C=N/Nc1ccc([N+](=O)[O-])cc1[N+](=O)[O-] | -2% | 2%
O=C(CSc1nnc(COc2ccc(Cl)cc2)o1)Nc1ccccc1 | 0% | -26%
O=S(=O)(N1CCCCC1)N1CCCC(c2nc3ccccc3o2)C1 (stereo not drawn) | -7% | 1%
Oc1c(C(c2ccccc2)N2CCN(c3cccc(Cl)c3)CC2)sc2nc(-c3ccco3)nn12 (stereo not drawn) | -33% | -10%
CN(C)CCn1nnnc1SCc1ccc(OCc2ccccn2)cc1 | -3% | -2%
CCC(CO)NS(=O)(=O)c1ccc(Cl)c(Cl)c1Cl (stereo not drawn) | 0% | 6%
CC(=O)N1CCCc2cc(S(=O)(=O)NCc3ccc(N(C)C)cc3)ccc21 | 15% | 6%
CCc1ccc(CNC(=O)C2CCN(C(=O)N3CC(CC)Oc4ccc(C)cc43)CC2)cc1 (stereo not drawn) | u | -6%[57.5 µM]
COc1ccc(C(=O)OC(C)c2nc(C(C)(C)C)no2)cc1OC (stereo not drawn) | -3% | 1%
COc1cccc(-c2nn3c(C(C)C)nnc3s2)c1OC | -3% | 9%
Cc1ccc2nc(-c3ccc(Cl)c(NC(=O)c4ccc5c(c4)OCCO5)c3)oc2c1 | 30% | -1%
COC(=O)CN1C(=O)CSc2ccc(S(=O)(=O)Nc3cccc(C)c3C)cc21 | 8% | -5%[57.5 µM]
CCCCCCC1C2=C(CC(C)(C)CC2=O)OC2=C1C(=O)CC(C)(C)C2 | -24% | -4%
CCOC(=O)c1cc2cc(C(C)C)ccc2[nH]1 | 3% | -4%
CC1CCN(S(=O)(=O)c2ccc3c(c2)N(CC(=O)NCCc2ccc(Cl)cc2)C(=O)CO3)CC1 | u | -7%
CCc1ccc(NC(=O)c2nccnc2N)cc1 | 0% | -1%
CSCCC(=O)NCCc1cccs1 | 1% | 5%
CCc1cc(=O)n(CC(=O)Nc2ccc(C(=O)OC)cc2)c(-c2ccccc2)n1 | -4% | -7%
CCOc1ccc(NC(=O)COc2ccc(CC)cc2)c2cccnc12 | 8% | 11%
CC(C)(CNC(=O)C1CCCC(C(F)(F)F)C1)C(N)=O (stereo not drawn) | -9% | -6%
CCCc1cc(C(=O)Nc2ccccc2C#N)cs1 | -1% | 10%
Cc1c(Cl)cccc1NC(=S)NNC=O | -2% | 0%
CC(=O)NC(O)C(=O)c1ccc(C)cc1 (stereo not drawn) | 1% | -3%
COc1cccc(-n2ccn(Cc3c(F)cccc3Cl)c(=O)c2=O)c1 | -8% | -3%
CCN(C(=O)c1cccc(C(F)(F)F)c1)C1CC1 | 4% | 1%
CC(NC(=O)CNC(N)=O)c1cccc(C(F)(F)F)c1 (stereo not drawn) | 5% | -7%
Cc1cccc(Cc2c(C)nc3nc(SCc4cccc(F)c4)nn3c2C)c1 | u | -27%
O=C(CCc1cccnc1)NC(C1CC1)C1CC1 | -3% | -3%
Clc1ccc(OCc2nc3ccccc3n2Cc2ccccc2)c(Cl)c1 | -12% | 4%
CC(C)n1nc(C(=O)OCC(=O)Nc2ccc3c(c2)OC(F)(F)O3)c2ccccc2c1=O | -16% | -5%
CCc1ccc2oc(=O)cc(CN3CCN(C(=O)c4ccco4)CC3)c2c1 | -7% | -3%
COc1ccc(C(=O)Nc2ccc3nc(SCC(=O)N(C)c4ccccc4)sc3c2)cc1 | -19% | 3%
O=C(CC1CC2CCC1C2)Nc1ccc(-c2nccs2)cc1 (stereo not drawn) | -14% | -13%
Cc1nc(C23CC4CC(CC(C4)C2)C3)c(C)o1 | -4% | 9%
CCc1nn(Cc2cc(C)ccc2C)c(=O)c2cc3cc(C)ccc3n12 | -9% | 3%
COc1ccc(CNC(=O)c2sc(-c3ccc(C)cc3)nc2C)cc1 | -4% | -1%
CCOC(=O)N1CCc2c(sc3c2c(=O)n(Cc2ccccc2)c(=O)n3CC(=O)Nc2ccc(C)c(C)c2)C1 | 17% | 2%[57.5 µM]
CCCn1c(Sc2ccccc2)nc2c1c(=O)[nH]c(=O)n2C | -8% | -7%
Cc1cc(C=O)c(C)n1CCc1ccc(Cl)cc1 | -3% | 6%
O=C(COC(=O)c1cccs1)c1ccc(-c2ccccc2)cc1 | 26% | -3%
Cc1ccc2c(=O)cc(C(=O)Nc3ccc(S(=O)(=O)Nc4onc(C)c4C)cc3)oc2c1C | -9% | -11%[57.5 µM]
NC(N)=NCc1cccc(I)c1 | -15% | -13%
COc1ccc(C(=O)c2sc3nc(-c4ccc(C)cc4)cc(C(F)(F)F)c3c2N)cc1 | 0% | 3%
COc1cccc(C(=O)Nc2cccc(C(=O)OCc3cc(=O)n4c(C)csc4n3)c2)c1 | 58%[activator] | 0%
Cc1ccc(C(=O)OCc2nc(N)c3ccccc3n2)cc1 | 1% | 2%
O=C(c1ccc(F)cc1)c1ccc(OCc2ccc(-c3ccccc3)cc2)cc1 | 3% | -5%
Cc1ccc(C)n1-c1c(C(=O)NCCCN2CCN(c3ccc(F)cc3)CC2)sc2ncccc12 | 1% | u
O=C(NC1CCCc2ccccc21)C1CC1 (stereo not drawn) | 1% | -9%
COc1cccc(NC(=O)c2sc3nc(C)c(C(=O)Nc4ccc(C)cc4C)c(-c4ccccc4Cl)c3c2N)c1 | u | -11%

The listing continues.
SMILES | AID inhibitor | UDG counter
Cc1nn(-c2ccc(F)cc2)c(-n2cccc2)c1C(=O)N1CCN(c2ccc(F)cc2)CC1 | -18% | -11%
O=c1[nH]c(=O)n(C2CCCCC2)c(O)c1C1=Nc2ccccc2SC(c2ccc(Cl)cc2)C1 (stereo not drawn) | 11% | 19%
Cc1ccc(CCNC(=O)CCCn2c(=O)c3ccccc3n(Cc3ccccc3C)c2=O)cc1 | -8% | 1%
Cc1cccc(NS(=O)(=O)c2ccc3[nH]c4c(c3c2)CCCCCC4)c1 | 1% | -8%
CCC(CC)(CC(=O)Nc1ccccc1CO)C(=O)O | -1% | 3%
c1ccc2c(c1)CCCC2C1=NCCN1 (stereo not drawn) | 1% | 2%
O=C(N/N=C(\c1ccccc1)C1CCCCC1)c1ccc(Cl)cc1 | -3% | -2%
CCc1cc2c(cc3c(=O)n(CC(=O)NC4CCC(C)CC4)ncn32)s1 (stereo not drawn) | 6% | -1%
O=C(Cn1c(=O)oc2cc(S(=O)(=O)N3CCCCC3)ccc21)NCc1ccc(Cl)cc1 | 7% | 31%[activator]
CN1C(=O)COc2ccc(NC(=O)C(=O)NC3CC(C)(C)NC(C)(C)C3)cc21 | -5% | -8%
CC(C)(C)c1ccc(C(=O)Nc2ccc(Oc3ccc(Cl)cc3Cl)cc2)cc1 | -2% | 6%
Cc1ccccc1CNC(=O)c1cc2cc(S(=O)(=O)N3CCCCC3)ccc2n1C | -14% | -10%
C/C(Cl)=C\C[N+]1(C/C=C(\C)Cl)CCCCC1 | 3% | 1%
COC(=O)CCCc1c(-c2ccccn2)[nH]c2cc(C)cc(C)c12 | 10% | -4%
Cc1cc(C)c2oc(C(=O)Nc3ccc(S(=O)(=O)N(C)c4ccccc4)cc3)cc(=O)c2c1 | -10% | -20%[57.5 µM]
COc1ccccc1-n1c(SCC(=O)Nc2ccc(C)cc2)nc(O)cc1=O | u | -8%
CCOC(=O)c1c(N)n(-c2ccc(OCC)cc2)c2nc3ccccc3nc12 | 17% | 0%
CCN(CC)S(=O)(=O)c1ccc2c(c1)c(=O)c(C(=O)N(C)Cc1ccccc1)cn2C | -10% | -10%
CCn1cnc2c1c(=O)n(CC(=O)NC(C)c1ccccc1)c(=O)n2Cc1ccccc1 (stereo not drawn) | -1% | 3%
Cn1nnc2c(N3CCN(c4cccc(Cl)c4)CC3)ncnc21 | 3% | 71%[activator]
Cc1ccc(CNC(=O)c2ccc3c(c2)NC(=O)C(CS(=O)(=O)Cc2ccc(F)cc2)N3)cc1 (stereo not drawn) | 22% | 2%
COc1ccc(CNC(=O)C(=O)Nc2c3c(nn2-c2ccccc2)CSC3)cc1 | 1% | 1%
CCN(Cc1ccc(Br)s1)C(=O)Cn1nnc(-c2cccc(Cl)c2)n1 | -6% | -5%
O=C(NCC12CC3CC(CC(C3)C1)C2)c1cc2nc(-c3ccc(F)cc3)cc(C(F)(F)F)n2n1 | -1% | 2%
CCCCN(C)C(=O)C1CCN(Cc2ccccc2)CC1 | 7% | -3%
COc1ccc(-c2cn3nc(N4CCC(C(=O)Nc5ccccc5OC)CC4)sc3n2)cc1 | 9% | 21%
Cn1c(=O)c2nc(SCCC(=O)O)n(Cc3ccccc3)c2n(C)c1=O | -10% | -4%
O=C(CC(c1ccc(F)cc1)N1Cc2ccccc2C1=O)NCCc1ccccc1 (stereo not drawn) | -7% | 2%
O=C(NCCn1ccc2ccccc21)c1ccc(Cl)cc1 | 1% | -22%
O=C(/C=C/c1ccccc1)c1ccc(Sc2ccccc2)cc1 | -21% | -12%

Entries of single compounds, quoted from the list:
Profile of `Cc1cccc(NS(=O)(=O)c2ccc3[nH]c4c(c3c2)CCCCCC4)c1` : AID inhibitor: 1%; UDG counter: -8%
Profile of `O=C(N/N=C(\c1ccccc1)C1CCCCC1)c1ccc(Cl)cc1` : AID inhibitor: -3%; UDG counter: -2%

Additional entries
SMILES | AID inhibitor | UDG counter
CC(=O)C1=CC[C@H]2[C@@H]3CC[C@H]4C[C@@H](O)CC[C@]4(C)[C@H]3CC[C@]12C | -13% | -7%
Cc1ccc(CCNC(=O)c2ccc(CNS(=O)(=O)c3ccc(C)cc3)cc2)cc1 | 6% | -1%
Cc1cccc(C)c1NC(=O)CSc1nc2ncccc2o1 | 1% | 5%
Cn1nnnc1SCCCNCc1cc(Cl)ccc1OCc1ccccc1 | -7% | -2%
O=S(=O)(Nc1cccc(-c2ccc(N3CCCCCC3)nn2)c1)c1ccccc1F | -9% | 20%
N#Cc1ccc(-c2ccc(OCCOc3ccccc3Cl)cc2)cc1 | -9% | 2%
CCOc1ccc(-c2nc(C#N)c(NCCCN(CC)CC)o2)cc1 | 3% | -3%
O=C(O)CCNS(=O)(=O)c1ccc(C(=O)/C=C/c2ccccc2Cl)cc1 | -21% | -16%
Cc1ccc(-n2ncc(C(=O)NCCN3CCOCC3)c2C2CCN(C(=O)OC(C)(C)C)CC2)c(C)c1 | 5% | -6%
O=C(c1ccccc1)N1c2nc(-c3ccco3)nn2C2(CCCCC2)[C@@H]2CCCC[C@@H]21 | 5% | -4%[57.5 µM]
Cc1cn2c(=O)c(S(=O)(=O)N3CCN(c4cc(Cl)ccc4C)CC3)c(C)nc2s1 | 10% | 22%
COc1ccc(NC2=C(c3ccc(C(F)(F)F)cc3)C(=O)c3ccccc32)cc1 | 21% | 14%
Cc1ccc2nc(N(CCCN(C)C)C(=O)c3ccc(Br)s3)sc2c1 | -4% | -13%[57.5 µM]
COc1c(C)cccc1C(=O)Nc1ccc(-c2nc3ccccc3s2)c(Cl)c1 | u | -4%
COc1cccc(Cn2c(SCC(=O)N3CCN(c4ccc(F)cc4)CC3)nc3ccccc32)c1 | 28% | 8%
Cc1ccc(NC(=O)C2CCCN(S(=O)(=O)c3ccc(C)cc3)C2)cc1 (stereo not drawn) | 5% | 3%[57.5 µM]
CCOC(=O)COc1ccc2cc(-c3ccc(Cl)cc3)c(=O)oc2c1 | -4% | -9%
Cc1ccccc1S(=O)Cc1ccc(C(=O)NC2CCCCCC2)o1 (stereo not drawn) | 0% | -14%
O=C(CSc1nc2ccccc2s1)Nc1ccc2c(c1)CCC2 | -14% | -10%
CC(C)c1ccc(NC(=O)Cn2nnc(C(=O)NCc3ccc4c(c3)OCO4)c2N)cc1 | 5% | 6%
O=C(COc1ccc(F)cc1)NCc1ccc2c(c1)CCN2C(=O)c1ccc(F)cc1 | -9% | -2%
COc1ccc(CNC(=O)C(C)N2Cc3ccccc3C2=O)cc1 (stereo not drawn) | -7% | 3%
Cc1cccc(Cn2c(CNC(=O)c3ccccc3)nc3ccccc32)c1 | -8% | 3%
CCC(Sc1nc2cc(OC)c(OC)cc2c(=O)n1Cc1ccc(OC)cc1)C(=O)NCCOC (stereo not drawn) | 11% | -1%

Ordered by value in AID inhibitor (high to low): some entries from above.
SMILES	AID inhibitor
CCC(Sc1nc2cc(OC)c(OC)cc2c(=O)n1Cc1ccc(OC)cc1)C(=O)NCCOC (stereo not drawn)	11%
COc1ccc(CNC(=O)C(C)N2Cc3ccccc3C2=O)cc1 (stereo not drawn)	-7%
O=C(COc1ccc(F)cc1)NCc1ccc2c(c1)CCN2C(=O)c1ccc(F)cc1	-9%
